# Screening results from PubChem.
# mcGAS MS inh: mouse cGAS inhibition by mass spec. Q8C6L5. recombinant mouse cGAS, cGAMP by RapidFire MS. inhibition, % at 12.5 µM. 130,000 tested, 0.18% active;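 active = inhibition of cGAS enzyme activity at or above 60%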;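 note: enzyme stimulated by 45 bp dsDNA with ATP and GTP substrates; cGAMP share of summed cGAMP plus half ATP and half GTP signals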
# Target sequence (Q8C6L5 whole entry, looked up): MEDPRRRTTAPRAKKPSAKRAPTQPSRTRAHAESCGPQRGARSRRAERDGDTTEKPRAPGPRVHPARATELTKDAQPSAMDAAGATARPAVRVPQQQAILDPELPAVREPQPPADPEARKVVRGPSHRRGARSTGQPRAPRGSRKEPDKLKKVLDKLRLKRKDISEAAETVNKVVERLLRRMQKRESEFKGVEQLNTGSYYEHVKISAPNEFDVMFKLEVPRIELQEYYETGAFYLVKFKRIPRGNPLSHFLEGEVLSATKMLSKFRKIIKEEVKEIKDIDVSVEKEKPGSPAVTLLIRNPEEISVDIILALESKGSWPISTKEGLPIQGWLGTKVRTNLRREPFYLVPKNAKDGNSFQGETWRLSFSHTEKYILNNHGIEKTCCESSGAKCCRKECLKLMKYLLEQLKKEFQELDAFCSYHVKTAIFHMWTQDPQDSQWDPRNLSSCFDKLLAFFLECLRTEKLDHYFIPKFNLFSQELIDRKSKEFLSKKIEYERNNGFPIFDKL
# Numbers without * were called inactive; & = joins results of further samples. A portion of the library; rates above refer to the full screens.
SMILES,mcGAS MS inh
CCOc1ccccc1C(=O)N1CCN(S(=O)(=O)c2cc3c4c(c2)CCC(=O)N4CCC3)CC1,0
O=C1C[C@H]2CC[C@@H](CN1)N2C(=O)Cc1c[nH]c2ccccc12,-3
O=C(CSc1ccc(NC(=O)c2cccc(F)c2)nn1)NCc1ccc2c(c1)OCO2,4
CN(C)c1ccc(/C=c2\sc3nc4cc(Br)cnc4n3c2=O)cc1[N+](=O)[O-],-33
CN1CCN2C[C@@H](NC(=O)C3(Cn4cccn4)CC3)C[C@H]2C1,9
CNC(=O)c1cccc(CNC(=O)CC2C(=O)NCCN2Cc2ccccc2)c1 (stereo unspecified),-11
Cc1nc(CNc2ccc3c(c2)CCN3C(=O)OC(C)(C)C)cs1,-1
Cc1ccccc1N1CCN(C(=O)c2ccc(OC3CCN(C(=O)C4CC4)CC3)cc2)CC1,-7
COc1cccc(CN(C)C(=O)C2(c3ccc(Cl)cc3)CCCC2)c1,3
COc1ccc(-c2ccc(-c3nc(C(C)C)no3)cn2)c2cccnc12,-2
O=C(NCCc1cccc(Cl)c1)N1CCN(S(=O)(=O)c2ccccc2F)CC1,1
CCOC(=O)c1sc(=NC(=O)c2cc(Cl)sc2Cl)n(C)c1C,-1
C=CCN1CCN(c2ccc(-c3ccccc3)cc2)C(=O)C1C (stereo unspecified),-7
COc1ncccc1C(=O)NCc1ccc(N2CCCC2)cc1,3
Cc1ccc(-n2c(SC(C)c3ccccc3)nc3c(c2=O)SCC3)cc1 (stereo unspecified),-8
Cc1ccc(-n2cc(S(=O)(=O)NC3CC(=O)N(C(C)C)C3=O)cn2)cc1 (stereo unspecified),-4
O=C(Nc1ccc(-c2noc(-c3cccc(Br)c3)n2)cc1)c1cccc(Br)c1,1
CC(=O)Nc1ncc2c(n1)CCNC2=O,7
C#CCN(CC=C)CCC(=O)N1CCCC(C)C1 (stereo unspecified),-12
CN(Cc1cc(-c2ccccc2)no1)Cc1ccc(C2CCCO2)s1 (stereo unspecified),-15
Cc1c(-c2ccc3c(c2)OC(C(=O)NCCN(C)C)O3)oc2ccccc2c1=O (stereo unspecified),-1
CN(C)c1nc2cc3c(cc2nc1NS(=O)(=O)c1ccccc1)OCCO3,-2
Cn1cccc1C(=O)CC#N,-1
CCN(CC)CCN(Cc1cccs1)C(=O)Nc1cc2c(cc1Cl)OCCO2,-1
Cn1cnc2c1c(=O)n(CC(=O)N1CCCC1c1cccs1)c(=O)n2C (stereo unspecified),-5
COCCN=c1scc(-c2ccc(F)cc2)n1N=Cc1c(OC)cc(OC)cc1OC,45
CC(C(=O)Nc1cccc(S(N)(=O)=O)c1)N1CCC(N2CC=CC2)CC1 (stereo unspecified),-6
COC(=O)[C@]1(Cc2ccccc2)N[C@H](c2cncn2C)[C@@H]2C(=O)N(C)C(=O)[C@@H]21,-12
O=C(CCC(=O)N1CCc2c([nH]c3ccccc23)C1)N1CCC(O)(c2ccccc2)CC1,0
Cc1nn(-c2ccccc2)c(C)c1NC(=O)Cn1nc(-c2ccccc2)oc1=O,-11
COCC(=O)Nn1ccc2c(nnc3c(-c4ccc(Cl)cc4)cnn32)c1=O,4
CC(NC(=O)c1ccc2c(c1)CC(C)N2S(C)(=O)=O)c1ccc(Cl)c(Cl)c1 (stereo unspecified),-4
CC(C)Oc1cccc(-c2ccc(N)nc2)c1,-10
O=C(NCCn1cccc1)c1ccc(Cl)c(F)c1,1
CCC(=O)Nc1cccc(C(=O)N2C[C@]3(C)C[C@H]2CC(C)(C)C3)c1,-2
CSc1ccc(CN2CCC2(C)C(=O)NC2CCc3ccccc32)cc1 (stereo unspecified),-7
COc1ccc(C2c3cccn3CCCN2Cc2ccc(F)c(Cl)c2)cc1 (stereo unspecified),-5
CNc1ncc(CN(C)C(=O)c2cn[nH]n2)cn1,-5
Cc1ccc(CNC(=O)c2cccc(C)c2NC(=O)c2ccco2)cc1F,3
CC1(C)CC(=O)N(CC(=O)O)c2ccccc2S1,-12
N#C/C(=C\c1cccc(Cl)c1Cl)c1nc(N)c2ccccc2n1,0
O=C(O)c1nn(CCN2C(=O)c3ccccc3S2(=O)=O)c(=O)c2ccccc12,-2
Cc1ncc(-c2c(-c3ccccc3)ncn2Cc2csc(N)n2)[nH]1,-19
O=C1NCCN(C(=O)c2cn(Cc3ccccc3F)nn2)C1c1cccc(F)c1 (stereo unspecified),-6
N#Cc1ncn(Cc2nnnn2-c2ccc(Cl)cc2C(F)(F)F)n1,1
O=C(CCSc1ccccc1)NCc1ccc(N2CCCC2=O)cc1,-3
CCOc1ccc(C2=NC(=Cc3cccc(OC)c3OC)C(=O)O2)cc1,-6
Cc1sc(=O)n(CCC(=O)Nc2cc(Cl)c(Cl)cn2)c1C,-3
CC(=O)N1CCc2c(sc(NC(=O)CCOc3ccccc3)c2-c2nc3ccccc3s2)C1,-5
CN1CC2(CCCN(C(=O)c3ccc(Cn4ccnc4)o3)C2)OC1=O (stereo unspecified),-20
Cc1cccc(N=Nc2c(O)[nH]c3c(I)cccc23)c1,-12
COc1ccccc1Cn1c(C)c(C(=O)Nc2ccc(OC)c(OC)c2)sc1=O,-1
O=C([C@@H]1CCCN1)N1CCc2onc(-c3ccc(Cl)cc3)c2C1,-23
O=C1C(=Cc2ccc(F)cc2F)SC(=S)N1CCCN1CCOCC1,-6
CCN(CC)c1ccc(CNC(=O)NCC2CCOC2)cc1F (stereo unspecified),-9
Cn1nnc2c(Nc3cccc(F)c3)ncnc21,-1
Cc1ccc(CNC(=O)Cn2c(CO)cnc2SCc2ccccc2)cc1,-3
CC12C=CC3(CN(CCCN4CCOCC4)C(=O)C3C1C(=O)O)O2 (stereo unspecified),-4
CC(=O)NCc1ccc(S(=O)(=O)Oc2cccc(Cl)c2Cl)s1,2
N#Cc1cccc(C=CC(=O)c2ccc(O)cc2)c1,5
# Later entries:
SMILES,mcGAS MS inh
COc1ccc(C2=Nc3ncnn3C(c3ccc(OC)c(OC)c3)C2)cc1OC (stereo unspecified),-6
Cc1ccc(Nc2nc(NCCCc3ccccc3)nc3nccnc23)cc1,-6
CCCN(C)CC1CCN(c2nc3ccccc3nc2N2CC(C)OC(C)C2)C1 (stereo unspecified),-5
Cc1nc(C(F)(F)F)ccc1C(=O)OCCN1CCCCCC1=O,-8
Cc1c(Br)c(C(F)(F)F)nn1CC(=O)Nc1cc(O)cc([N+](=O)[O-])c1,-8
COCCn1c(SCC(=O)Nc2ccc(OC)cc2)nc2c(c1=O)SC(C)C2 (stereo unspecified),-8
O=C(COC(=O)C=Cc1ccc(I)o1)NC1CC1,-2
Cc1ccc(-c2nnnn2C2CCS(=O)(=O)C2)cc1 (stereo unspecified),-4
Cc1c(C(=O)NCc2ccccc2C(F)(F)F)sc(=O)n1Cc1ccc(Cl)c(Cl)c1,-2
Cc1nc(NCCNC(=O)CC(C)C)cc(N2CCOCC2)n1,-2
CC(C)(C)C1CCC(OCC(O)CN(CCO)CCO)CC1 (stereo unspecified),-3
Cc1ccccc1CN(C)Cn1nc2c(Cl)cc(Cl)cn2c1=S,0
O=C(O)CSc1nc2ccccc2c2nc(=O)c(Cc3ccccc3)nn12,14
CCOC(=O)C1(Cc2cccc(OC)c2)CCCN(C(=O)Cn2nc(C)nc2C)C1 (stereo unspecified),3
CCCCSc1nc2c(c(=O)[nH]1)C(c1ccc(F)cc1)C(C(=O)OC)C(C)=N2 (stereo unspecified),-2

# Random excerpt: two compounds from above.
SMILES,mcGAS MS inh
Cc1ccccc1CN(C)Cn1nc2c(Cl)cc(Cl)cn2c1=S,0
O=C(COC(=O)C=Cc1ccc(I)o1)NC1CC1,-2

# The main list resumes; the 3 compounds before the break are reprinted first.
SMILES,mcGAS MS inh
O=C(O)CSc1nc2ccccc2c2nc(=O)c(Cc3ccccc3)nn12,14
CCOC(=O)C1(Cc2cccc(OC)c2)CCCN(C(=O)Cn2nc(C)nc2C)C1 (stereo unspecified),3
CCCCSc1nc2c(c(=O)[nH]1)C(c1ccc(F)cc1)C(C(=O)OC)C(C)=N2 (stereo unspecified),-2
CCCCS(=O)(=O)NC(=O)C1(C)CCN1C(=O)c1ccccc1CCc1ccccc1 (stereo unspecified),-4
COc1ccc(Cl)c2sc(N(CCN(C)C)C(=O)c3ccc(N(C)C)cc3)nc12,-9
O=C(Nc1ccc(OC(F)(F)F)cc1)c1ccc2nc[nH]c2c1,-3
CN1CCN(C(=O)CN(c2cc(C(F)(F)F)ccc2Cl)S(C)(=O)=O)CC1,-2
Cc1cc(C)cc(C(=O)N2CCN=C2c2ccccc2)c1,-8
Cc1ccnc(NC(=O)CN(C)C(=O)c2c[nH]c3ncccc23)c1,3
O=c1[nH]c2ccc(Cl)cc2o1,-7
CC(C)(C)c1ccc(S(=O)(=O)N(CC#N)c2ccccc2)cc1,5
COc1ccc(NC(=O)Nc2nc(CCC(=O)NCCC3=CCCCC3)cs2)cc1,-4
O=C(Cc1ccc(S(=O)(=O)N2CCOCC2)s1)N1CCCSc2ccccc21,1
Cc1nc2c(C)cccc2cc1C(=O)N1CC[C@H](CO)[C@@H](O)C1,2
O=C(Nc1cccc(N2CCOC2=O)c1)c1cc(-c2cccc(Cl)c2)on1,-18
CC(C)CCn1c(Cl)nc2c1c(=O)n(C)c(=O)n2C,-23
Cc1cc(C)c2oc(C(=O)N(Cc3ccc(N(C)C)cc3)C3CCS(=O)(=O)C3)c(C)c2c1 (stereo unspecified),4
Cc1cc(C)cc(NC(=O)CCc2c(C)nn(-c3nc(C)c(C)c(=O)[nH]3)c2C)c1,-4

# Another view of 2 compounds above.
CN1CCN(C(=O)CN(c2cc(C(F)(F)F)ccc2Cl)S(C)(=O)=O)CC1
  mcGAS MS inh: -2
Cc1cc(C)cc(C(=O)N2CCN=C2c2ccccc2)c1
  mcGAS MS inh: -8

# (next part)
SMILES,mcGAS MS inh
COc1ccc(-c2nc3oc4ccccc4c(=O)c3c(=O)n2-c2ccc(C)cc2)cc1,-12
O=C(NCc1cc(Br)ccc1F)NCC1CCN(CC(F)(F)F)C1 (stereo unspecified),-1
O=C(NNC(=O)c1cccn(Cc2cccc(Cl)c2)c1=O)Nc1cccs1,-4
FC(F)(F)c1nnc2n1N=C(c1cccc(Cl)c1)CS2,-12
CN(C)C(=O)CN(C)C(=O)CN1C(=O)NC2(CCCCCC2)C1=O,-10
O=C(Nc1ccc2c(c1)OC1(CCCC1)O2)N1CCN(Cc2cccnc2)CC1,-2
O=C(NNS(=O)(=O)c1cccc(C(F)(F)F)c1)c1ccco1,-2
COc1cc(=O)n(-c2ccccc2)nc1C(=O)N1CCN(c2ccccc2)CC1,-27
CCCC1COCCN1C(=O)CSc1n[nH]c(N)n1 (stereo unspecified),-5
O=C(O)c1cc(I)cc(C(F)(F)F)c1,-5
CC(C)Nc1ccccc1C(=O)N1CCN2CCN(C)CC2C1 (stereo unspecified),-7
Fc1ccc(N=c2scc(-c3ccc(OC(F)F)cc3)n2C2CC2)cc1,5
c1ccc(-c2nc3c(c(N4CCN(Cc5cccn5-c5ccccn5)CC4)n2)CCC3)cc1,0&1
CC(C)Oc1ccc(C2N3CC4(C)CN2CC(C)(C3)C4O)cc1 (stereo unspecified),-13
COCCNC(=O)CCC1CCN(C(=O)c2ccco2)CC1,2
CC(C)Nc1nnc(SC(C)C(=O)NC(=O)NC2CC2)s1 (stereo unspecified),5
N#Cc1c(C(F)(F)F)cc(=O)[nH]c1SCC(=O)O,28
Cc1ccc(CC2(NC(=O)Cn3ccc(=O)c4ccccc43)CC2)cc1,-10
OCC1(Cc2ccccc2)CCN(Cc2cc3ccccc3s2)CC1,-5
Cc1c(C(=O)OC(C)C)[nH]c2c1C(=O)CC(C)(C)C2,-4
Nc1nc(CSCC(=O)Nc2cccc(F)c2)nc2ccccc12,10
CCOc1cc(C(C#N)N2CCCCC2)ccc1OC (stereo unspecified),-3
N#CC1(NC(=O)CSc2nnc(-c3c[nH]c4ccccc34)o2)CCCCC1,-4
CN(C)Cc1nc(C(=O)N(C)Cc2cnc3ccccc3c2)cs1,-14
Cc1cccc(NC(=O)c2sc3[nH]c(=O)c(C(=O)O)cc3c2N)c1,18
CC(Oc1ccc2c(c1)OCCO2)C(=O)Nc1ccccc1Cl (stereo unspecified),-9&-1
O=C1c2ccccc2C(=O)N1CCc1nc(-c2cnccn2)no1,2
Cc1noc(C)c1CSc1nnc2c(Cl)cc(C(F)(F)F)cn12,-5
COc1cccc(C(N)P(=O)(O)O)c1 (stereo unspecified),-2
O=C1OC(/C=C/c2ccccc2)=NC/1=C/c1ccc(F)cc1,-10
Cn1nc2c(c1C(=O)NCc1n[nH]c3c1CCC3)CCCC2,-5
Cn1cc(/C=C/C(=O)N2CCC(CCC(=O)NCC3CCCO3)CC2)cn1 (stereo unspecified),-4&-1
Cc1ccc2c(CC(=O)NC3=NCCS3)coc2c1C,-1
CCc1nc(C)c(C(=O)N2CCC(c3[nH]ncc3-c3cccc(C)c3)CC2)o1,-16
CNc1cc(-c2cccc(C(F)(F)F)n2)c2cc[nH]c2n1,-14
CCOC(=O)Cn1c(=O)c2c(nc3n(C4CCCC4)c(C)cn23)n(C)c1=O,-9
CN1CCn2nc(C(=O)NCC3CC(=O)N(C4CCCC4)C3)cc2C1 (stereo unspecified),-26
CC1CCCN(C(=S)NCc2ccccc2)C1 (stereo unspecified),4
COc1ccc(CN2CCC(C(=O)Nc3ccc(Oc4cccnc4)cc3)CC2)c(C)c1C,-8
COc1ccc(N2CCN(C(=O)C3CC=CCC3C(=O)N3CCC(O)(Cc4ccccc4)CC3)CC2)cc1 (stereo unspecified),11
CSc1ccc(Cn2c(C)c(C(=O)NCc3cccc(C)c3)sc2=O)cc1,-8

# An excerpt from above in order of the mcGAS MS inh value, highest first.
Structure	mcGAS MS inh
COc1ccc(CN2CCC(C(=O)Nc3ccc(Oc4cccnc4)cc3)CC2)c(C)c1C	-8
CCOC(=O)Cn1c(=O)c2c(nc3n(C4CCCC4)c(C)cn23)n(C)c1=O	-9
CNc1cc(-c2cccc(C(F)(F)F)n2)c2cc[nH]c2n1	-14
